MmCpn inh – blocks the Methanococcus maripaludis chaperonin Mm-Cpn | purified Mm-Cpn ATPase, ADP Transcreener TR-FRET | Potency, µM (series often up to 76.9 µM), for the others: at the highest dose activity, negative = inhibition, usual class: inhibitors | 330,000 compounds, 0.031% hits | AID 504842; also: potency is read from the fitted curve at half-maximal effect; % is scaled to controls: 0 for no effect and ±100 for the full control effect; nearly all actives have a fitted effect of over 80% in size
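ATPase turnover read by TR-FRET ADP competition (Eu cryptate antibody/ADP-d2, 665/590 nm): 10uM ATP final, 25nM Mm-CPN final, 30 min 37degC after 10-min compound preincubation, pH 7.4 Tris/KCl/MgCl2/DTT buffer.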
TDP-43 yeast inh – TDP-43 toxicity inhibition in yeast; TDP-43 expressing yeast growth rescue, BacTiter-Glo, 24 h; Potency, µM (series often up to 46.1 µM), for inactives: at the highest dose growth rescue (activation), hits mostly activators; 410,000 compounds, 1.8% hits; also: potency is read from the fitted curve at half-maximal effect; % of control where 0% means no effect; nearly all actives have a fitted effect of over 50% in size
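In this qHTS, compounds that restore growth of yeast expressing TDP-43 appear as activators. Cells (OD600=0.02, galactose medium, raffinose-pregrown) are incubated with compound 24 hr at 30 deg C and growth is quantified by BacTiter-Glo.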
Abeta rescue – compounds reversing amyloid beta toxicity in yeast. Potency, µM (titrated, usually from 46.1 µM), for inactives: top-dose growth rescue, hits mostly activators. AID 1347071. 410,000 compounds, 0.063% hits. yeast expressing A-beta42, growth rescue, OD600, 48 h; response scale: 0% DMSO, 100% iron-clioquinol control; also: potency is read from the fitted curve at half-maximal effect; nearly all actives have a fitted effect of over 55% in size
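Growth rescue measured by 600 nm absorbance after 48 h yeast culture at 30 C with compound. Values normalized between DMSO and an equimolar ferric chloride plus clioquinol control.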
aSyn yeast inh – rescues yeast growth from alpha-synuclein toxicity; Potency, µM (top dose mostly 46.1 µM), inactives show at the highest dose growth rescue (activation), hits mostly activators; Yeast expressing alpha-synuclein, growth rescue, BacTiter-Glo, 24 h; 370,000 compounds, 0.14% hits; also: potency is read from the fitted curve at half-maximal effect; % of control where 0% means no effect; nearly all actives have a fitted effect of over 65% in size
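Screening used galactose-induced yeast with toxic alpha-synuclein levels, exposed to compound for 24 hr at 30 deg C. Cell growth, read with BacTiter-Glo luminescence, gave the measured signal.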
GLP1R cytotox – cytotoxicity counter-screen for GLP-1 receptor inverse agonists | 410,000 compounds, 0.13% hits | HEK293 cAMP-luciferase reporter cells, luminescence, 24 h | Potency, µM (top dose mostly 38.3 µM), without a hit: at the top dose activity change, negative = inhibition, most hits filed as inhibitors;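 also: loss of luciferase light is scored as toxicity; potency is read from the fitted curve at half-maximal effect; % is scaled to controls: 0 for no effect and ±100 for the full control effect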
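Step one: seed cells (200 cells/uL, DMEM with 10% Nu serum, 1% pen-strep). Step two: 12-hour incubation at 37 deg C. Step three: pin 23 nL compound, incubate 24 hr. Step four: add luciferase reagent, read luminescence 12 min later.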
pAkt inh – Akt phosphorylation inhibition; Neuro2A IGF-stimulated pAkt S473 HTRF, 20 min; stronger effect = lower value; 360,000 compounds, 0.32% hits; AID 651550; activity change, % for hits at 50 µM; in the data active = activity change below about -80%; inconclusive = mostly about -51% to -80%; also: % is scaled to controls: 0 for no effect and ±100 for the full control effect
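Neuro2A cells (4,500/well, DMEM with 0.5% FBS) were treated with compound at a single 50 µM final concentration, stimulated with 6 nM IGF for 20 min at 37 °C, and lysed. Phospho-Akt Ser473 was read by HTRF as 665/615 ratio ×10^4.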
FUS suppressor – suppressors of FUS proteinopathy in yeast; S. cerevisiae FUS-expressing, growth rescue, OD600, 24 h; Potency, µM (doses to about 76.6 µM), without a hit: top-dose growth rescue (activation), usual class: activators; 390,000 compounds, 0.24% hits;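 also: potency is read from the fitted curve at half-maximal effect; plate controls were DMSO vehicle for no effect and reference control for full effect; nearly all actives have a fitted effect of over 55% in size; some results filed as inactive show a strong effect at the top dose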
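S. cerevisiae expressing FUS from galactose induction served as the toxicity model. Growth after 24hr at 30C, read as absorbance at 600 nm, indicates suppression of toxicity; compounds dosed at several concentrations.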
GLP-1R inv ag – acts as inverse agonist at human GLP-1 receptor | P43220 | Potency, µM (top dose mostly 38.3 µM), for inactives: at the top dose activity change, negative = inhibition, actives largely listed as inhibitors | HEK293 GLP-1R CRE-luciferase, luminescence, 24 h; GLP-1R form is constitutively active | AID 624417 | 410,000 compounds, 1.6% hits; also: potency is read from the fitted curve at half-maximal effect; % is scaled to controls: 0 for no effect and ±100 for the full control effect; nearly all actives have a fitted effect of over 55% in size
Target sequence (P43220 whole entry, looked up): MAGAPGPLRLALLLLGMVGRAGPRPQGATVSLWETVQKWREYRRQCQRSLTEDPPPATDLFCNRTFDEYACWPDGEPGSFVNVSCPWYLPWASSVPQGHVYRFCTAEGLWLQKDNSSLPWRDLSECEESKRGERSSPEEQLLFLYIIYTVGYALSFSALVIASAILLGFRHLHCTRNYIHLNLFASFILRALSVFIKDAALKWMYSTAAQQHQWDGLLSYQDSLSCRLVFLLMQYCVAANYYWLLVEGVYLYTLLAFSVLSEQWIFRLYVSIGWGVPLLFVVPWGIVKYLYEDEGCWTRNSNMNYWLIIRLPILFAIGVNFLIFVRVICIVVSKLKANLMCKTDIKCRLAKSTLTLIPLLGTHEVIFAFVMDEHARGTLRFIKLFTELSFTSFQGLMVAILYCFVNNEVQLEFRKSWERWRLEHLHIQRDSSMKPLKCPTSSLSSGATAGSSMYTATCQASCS
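Seeding at 200 cells/uL, 12 h culture, 24 hr compound treatment, then luciferase reagent and a luminescence read; cells are HEK293 stably expressing a constitutively active GLP-1R plus cAMP-responsive luciferase.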
PTHR1 ag – activates the human parathyroid hormone receptor PTHR1; HEK293 GP2 PTHR1 cells, GloSensor cAMP luminescence, 1 h; Potency, µM (series often up to 115 µM), inactives show top-dose activation, hits mostly activators; 410,000 compounds, 0.075% hits; AID 743266; also: potency is read from the fitted curve at half-maximal effect; nearly all actives have a fitted effect of over 55% in size; some results filed as inactive show a strong effect at the top dose; inactives centre near -15; many of its hits are not listed in these tables
Target sequence (Q03431 whole entry, looked up): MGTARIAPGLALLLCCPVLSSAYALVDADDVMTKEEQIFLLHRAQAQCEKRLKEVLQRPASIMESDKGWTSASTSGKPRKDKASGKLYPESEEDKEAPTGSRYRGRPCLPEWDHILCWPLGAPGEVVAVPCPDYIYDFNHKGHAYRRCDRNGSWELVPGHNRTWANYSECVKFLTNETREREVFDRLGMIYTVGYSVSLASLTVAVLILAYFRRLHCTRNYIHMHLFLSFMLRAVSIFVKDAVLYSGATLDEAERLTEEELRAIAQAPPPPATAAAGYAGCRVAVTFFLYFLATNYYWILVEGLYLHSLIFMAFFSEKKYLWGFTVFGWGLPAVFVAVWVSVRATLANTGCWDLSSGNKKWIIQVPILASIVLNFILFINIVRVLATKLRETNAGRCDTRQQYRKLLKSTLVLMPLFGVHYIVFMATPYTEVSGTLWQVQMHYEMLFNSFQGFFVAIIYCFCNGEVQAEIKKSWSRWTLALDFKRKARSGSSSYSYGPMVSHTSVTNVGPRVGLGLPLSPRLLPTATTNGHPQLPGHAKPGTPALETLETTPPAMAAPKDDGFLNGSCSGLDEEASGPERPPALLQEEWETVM
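HEK-293-derived GP2 cells expressing PTHR1 and a GloSensor cAMP reporter, 3,000/well, plated overnight, given luciferin plus IBMX (each 0.5 mM as added) for 1 h at 37 °C, then compound for 1 h at 37 °C. Luminescence was read after 15 min at room temperature.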
* = called active by the depositor; i = inactive; ? = inconclusive; / = not tested or not shown; & = joins results of further samples; [ ] = remark or other dose. Unless noted, calls follow the shape of the dose curve; as a rule, active = well fitted curve in the direction sought with a large enough effect; inconclusive = small, poorly fitted or top-dose-only effect, or another doubt; inactive = no such curve, though single readings can be large; an effect the other way counts as inactive or inconclusive.

1	CCOc1ccc(C2CC(=O)NC(NC(=O)c3cccc(Cl)c3)=N2)cc1 (stereo unspecified)
2	CC1CCN(S(=O)(=O)c2ccc(NC(=O)c3cccs3)cc2)CC1
3	COc1cc(C2C3=C(CCCC3=O)OC3=C2C(=O)CCC3)ccc1OCC(=O)Nc1ccccc1
4	COc1ccc([N+](=O)[O-])cc1NC(=S)NC(NC(=O)C(c1ccccc1)c1ccccc1)C(Cl)(Cl)Cl (stereo unspecified)
5	CC(=O)c1cnc2nc(SCc3ccc(Cl)cc3)nn2c1C
6	COc1ccc(C(=O)n2nc(-c3ccccc3)nc2SC)cc1

screen / no.	1	2	3	4	5	6
MmCpn inh	/	-1%	0%	?	-4%	0%
TDP-43 yeast inh	1%	-4%	6%	0%	14µM*	13%
Abeta rescue	4%	-7%	16%	22%	8%	18%
aSyn yeast inh	/	12%	-2%	5%	12%	3%
GLP1R cytotox	-17%	-19%	-11%	?	0%	6%
pAkt inh	/	i	i	i	i	i
FUS suppressor	-18%	1%	22%	27%	22%	9%
GLP-1R inv ag	1%	?	18%	2.5µM*	13%	9%
PTHR1 ag	-29%	-10%[57.5 µM]	16%	-22%[57.5 µM]	-41%[inhibitor]	2%

7	CCCCc1nn2c(=O)cc(COC(=O)c3ccc4c(c3)OCO4)nc2s1
8	COCCN(CCOC)C(=O)c1cc2c(=O)n3ccccc3nc2n1C
9	Cc1ccc(NC(=O)CSc2ccc(-c3ccccn3)nn2)cc1
10	CCC(=O)c1cccc(-c2ccccc2)c1CC
11	CCOC(=O)c1cccc(NC(=O)COC)c1
12	O=C(Nc1nnc(S(=O)(=O)N2CCCCC2)s1)c1ccc(Cl)cc1

screen / no.	7	8	9	10	11	12
MmCpn inh	/	/	-2%	/	0%	-12%
TDP-43 yeast inh	8%	25%	2%	-8%	0%	23%&0%
Abeta rescue	-10%	-12%	-26%	1%	4%	-5%&-14%
aSyn yeast inh	/	/	10%	8%	-9%	-1%
GLP1R cytotox	2%	179%[activator]	-27%	2%	5%	-10%&-4%
pAkt inh	/	/	i	i	i	i
FUS suppressor	-9%	-26%	-3%	7%	-20%	-5%&-17%
GLP-1R inv ag	15%	13%	?	-26%	14%	1%&1%
PTHR1 ag	-19%	i	-21%	8%	i	-31%&-34%[inhibitor]

13	O=Cc1ccc(C(=O)OCC(=O)N2CCCC2)cc1
14	COc1ccc(CNC(=O)C(c2ccncc2)N(C(=O)Cc2cccs2)c2ccccc2)cc1 (stereo unspecified)
15	Cc1ccn2c(-c3n[nH]c(=S)n3Cc3ccccc3)c(C)nc2c1
16	O=C(Nc1c2c(nn1-c1ccc(F)cc1)CS(=O)C2)C12CC3CC(CC(C3)C1)C2 (stereo unspecified)
17	COc1ccccc1NC(=O)Cn1c(CN2CCCCC2)nc2ccccc2c1=O
18	Cc1noc(C)c1COc1ccc(C(=O)NCC2CCCO2)cc1 (stereo unspecified)

screen / no.	13	14	15	16	17	18
MmCpn inh	1%	-2%	2%	0%	-4%	1%
TDP-43 yeast inh	0%	9%	14%	12%	-16%	-8%
Abeta rescue	-14%	5%	4%	24%	11%	6%
aSyn yeast inh	1%	2%	-11%	-1%	-7%	-3%
GLP1R cytotox	0%	0%	9%	1%	3%	1%
pAkt inh	i	i	i	i	i	i
FUS suppressor	-28%	12%	-7%	?	16%	8%
GLP-1R inv ag	3%	-7%	9%	9%	-4%	6%
PTHR1 ag	-2%	i	i	-16%	i	i

19	O=C(CCCN1C(=O)c2ccccc2C1=O)Nc1nnc(C2CC2)s1
20	CC(C)c1ccc2oc(-c3ccc(NC(=O)c4cc5ccccc5o4)cc3)nc2c1
21	C/C(=N/NC(=O)Cc1c(C)[nH][nH]c1=O)c1ccc(O)cc1
22	COc1ccnc(Nc2cccc(C)c2)c1C#N
23	O=C(Nc1ccn(Cc2ccc(Cl)cc2)n1)c1ccccc1
24	COc1cccc(-c2ccc3c(N)c(C(=O)NC4CC4)sc3n2)c1

screen / no.	19	20	21	22	23	24
MmCpn inh	1%	/	1%	1%	1%	-18%
TDP-43 yeast inh	-21%	17%	-2%	-3%	?	?
Abeta rescue	7%	-8%	17%	-8%	2%	-21%
aSyn yeast inh	5%	/	0%	-4%	16%	-5%
GLP1R cytotox	3%	-5%	16%	1%	-9%[7.66 µM]	1%
pAkt inh	i	/	i	i	i	i
FUS suppressor	34%	0%	/	9%	9%	23%
GLP-1R inv ag	13%	-1%	18%	3%	3%[7.66 µM]	7%
PTHR1 ag	i	-11%	i	i	-42%[inhibitor]	-36%[inhibitor]

A section from the list above, as a working copy:
20	CC(C)c1ccc2oc(-c3ccc(NC(=O)c4cc5ccccc5o4)cc3)nc2c1
21	C/C(=N/NC(=O)Cc1c(C)[nH][nH]c1=O)c1ccc(O)cc1
22	COc1ccnc(Nc2cccc(C)c2)c1C#N
23	O=C(Nc1ccn(Cc2ccc(Cl)cc2)n1)c1ccccc1
24	COc1cccc(-c2ccc3c(N)c(C(=O)NC4CC4)sc3n2)c1

screen / no.	20	21	22	23	24
MmCpn inh	/	1%	1%	1%	-18%
TDP-43 yeast inh	17%	-2%	-3%	?	?
Abeta rescue	-8%	17%	-8%	2%	-21%
aSyn yeast inh	/	0%	-4%	16%	-5%
GLP1R cytotox	-5%	16%	1%	-9%[7.66 µM]	1%
pAkt inh	/	i	i	i	i
FUS suppressor	0%	/	9%	9%	23%
GLP-1R inv ag	-1%	18%	3%	3%[7.66 µM]	7%
PTHR1 ag	-11%	i	i	-42%[inhibitor]	-36%[inhibitor]

Other results follow:
25	COc1ccc([C@H]2CC(=O)C=C(c3cc(C=O)ccc3OC)C2)cc1
26	CC(C)Cc1ccc(/C=C/C(=O)N2CCOCC2)cc1
27	CN(C)c1cc[n+](Cc2c(Cl)cccc2Cl)cc1
28	COc1ccccc1CNc1nc(NCc2ccc(C(C)C)cc2)c2sccc2n1
29	O=C(c1sc2ccccc2c1Cl)N(Cc1ccccc1)C1CCS(=O)(=O)C1 (stereo unspecified)
30	COc1cc(C(=O)N2CCN(S(=O)(=O)c3ccc(C)cc3)CC2)ccc1OCc1c(C)noc1C

screen / no.	25	26	27	28	29	30
MmCpn inh	-8%	-1%	3%	/	4%	0%
TDP-43 yeast inh	14%	8%	1%	3%	0%	18%
Abeta rescue	-7%	29%	-2%	-69%[inhibitor]	12%	0%
aSyn yeast inh	-10%	0%	-1%	-31%[inhibitor]	4%	-11%
GLP1R cytotox	-36%	9%[0.307 µM]	-5%	?	-6%	3%
pAkt inh	i	i	i	i	i	i
FUS suppressor	23%	20%	13%	29%	34%	38%
GLP-1R inv ag	-24%	-14%[0.307 µM]	0%	?	0%	82%[activator]
PTHR1 ag	1%	-15%	i	-11%	i	-32%

31	COc1ccc2c(c1)c1nnc(SCC(=O)Nc3ccccc3F)nc1n2C
32	COc1cccc2cc(C(=O)n3ccc(C)n3)c(=O)oc12
33	CN(c1cccc(NC(=O)c2cccc([N+](=O)[O-])c2)c1)S(C)(=O)=O
34	O=C(NCCN1CCC(n2c(=O)[nH]c3ccccc32)CC1)c1cccc2c1-c1ccccc1C2=O
35	COc1cc(S(=O)(=O)NC2CCCC2)c(OC)cc1Cl
36	O=C(CSc1nc2c(sc3ccccc32)c(=O)n1CCCN1CCCC1)NCc1ccco1

screen / no.	31	32	33	34	35	36
MmCpn inh	-1%	-3%	-2%	/	-8%	1%
TDP-43 yeast inh	7%	-8%	7%	14%	-6%	-15%
Abeta rescue	1%	3%	7%	-10%	12%	-17%
aSyn yeast inh	-2%	-8%	6%	-4%	7%	2%
GLP1R cytotox	-1%	-4%	-4%	-4%	-17%	?
pAkt inh	i	i	i	i	i	i
FUS suppressor	-15%	-20%	-39%	2%	3%	17%
GLP-1R inv ag	17%	2%	25%	-4%	0%	10µM*
PTHR1 ag	-15%	i	-18%	-57%[inhibitor]	-10%[57.5 µM]	i

37	COc1ccccc1CNC(=O)COC(=O)CCN=C1NS(=O)(=O)c2ccccc21
38	CC(=NNC(=O)c1ccc(NS(=O)(=O)c2cccs2)cc1)c1ccc(OCC(N)=O)cc1
39	CC12C(=O)N(c3ccc(OC(=O)c4ccco4)cc3)C(=O)C1C1c3ccccc3C2c2ccccc21 (stereo unspecified)
40	CC(NC(=O)C(c1ccccc1)c1ccccc1)c1ccc(S(N)(=O)=O)cc1 (stereo unspecified)
41	Cc1coc2cc3oc(=O)cc(C)c3cc12
42	Cc1ccc(NC(=O)N2CCCN(Cc3ccc(F)cc3)C2)cc1C
43	CC(=O)Nc1ccc(NC(=O)COC(=O)c2cc(S(=O)(=O)N3CCCC3)ccc2O)cc1

screen / no.	37	38	39	40	41	42	43
MmCpn inh	4%	-2%	-12%	-1%	0%	2%	-1%
TDP-43 yeast inh	22%	11%	0%	-8%	29%	-4%	-24%
Abeta rescue	1%	-1%	-17%	-3%	1%	10%	-5%
aSyn yeast inh	2%	0%	-4%	2%	7%	5%	-5%
GLP1R cytotox	8%	-8%	-15%	-10%	20%	?	-10%
pAkt inh	i	i	i	i	i	i	i
FUS suppressor	-4%	9%	-6%	23%	/	30%	15%
GLP-1R inv ag	3%	4%	3%	-18%	22%	4µM*	6%
PTHR1 ag	i	-6%	-7%	-12%	-9%	i	-7%

A portion of the library; rates above refer to the full screens.
